# Bioassay records: PubChem BioAssay, several laboratories
# Anthrax LF inh2: Bacillus anthracis LF protease inhibitors, primary screen, biochemical, multiplex microsphere, MLPCN library; Lethal factor (Bacillus anthracis), P15917; inhibition, % at 10 µM; 360,000 compounds, 0.12% hits; multiplex microsphere protease cleavage assay; also: plate controls were buffer without enzyme for full effect and enzyme alone for no effect
# PriA SSB inh: inhibitors of Klebsiella pneumoniae PriA binding to SSB C-terminal tail, primary screen, biochemical, AlphaScreen. inhibition, % at 33 µM. PriA–SSB C-terminal tail interaction (Klebsiella pneumoniae). AlphaScreen SSBct-PriA binding, biotinylated peptide. 430,000 compounds, 0.6% hits; in the data active = inhibition mostly above about 37%, no sharp cut-off; inactive = mostly below about 20%;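 also: plate controls were negative control peptide for no effect and reference peptide for full effect; strong numbers were not always called active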
# Yp Topo-I inh: Yersinia pestis topoisomerase I inhibitors, primary screen, biochemical, cleavage product accumulation, plate reader, single point. DNA topoisomerase I (Yersinia pestis CO92). Y. pestis Topo-I cleavage product accumulation. activity, % at 10 µM. 360,000 compounds, 0.064% hits; in the data active = activity above about 50%, passing the limit was not always enough; also: inactives centre near 2
# Vc quorum ag: inducers of Vibrio cholerae quorum light production without autoinducers, primary screen, BH1578 luxS cqsA deficient, single point. V. cholerae BH1578 lux reporter, luminescence, 6 h. activation, % at 18.7 µM. 350,000 compounds, 0.16% hits. AID 588436, 2011; in the data active = activation mostly above about 9.7%, no sharp cut-off; also: not every result past the cut was called active; inactives centre near 0; reference of the scale not given here
# TcdB GH inh: TcdB glycohydrolase inhibitors, primary screen, biochemical, single point, plate reader. 350,000 compounds, 0.24% hits. inhibition, % at 9.99 µM. TcdB glycohydrolase enzymatic assay. AID 652162, 2013; in the data active = inhibition above about 10%
# Target sequence (P18177 whole entry, looked up): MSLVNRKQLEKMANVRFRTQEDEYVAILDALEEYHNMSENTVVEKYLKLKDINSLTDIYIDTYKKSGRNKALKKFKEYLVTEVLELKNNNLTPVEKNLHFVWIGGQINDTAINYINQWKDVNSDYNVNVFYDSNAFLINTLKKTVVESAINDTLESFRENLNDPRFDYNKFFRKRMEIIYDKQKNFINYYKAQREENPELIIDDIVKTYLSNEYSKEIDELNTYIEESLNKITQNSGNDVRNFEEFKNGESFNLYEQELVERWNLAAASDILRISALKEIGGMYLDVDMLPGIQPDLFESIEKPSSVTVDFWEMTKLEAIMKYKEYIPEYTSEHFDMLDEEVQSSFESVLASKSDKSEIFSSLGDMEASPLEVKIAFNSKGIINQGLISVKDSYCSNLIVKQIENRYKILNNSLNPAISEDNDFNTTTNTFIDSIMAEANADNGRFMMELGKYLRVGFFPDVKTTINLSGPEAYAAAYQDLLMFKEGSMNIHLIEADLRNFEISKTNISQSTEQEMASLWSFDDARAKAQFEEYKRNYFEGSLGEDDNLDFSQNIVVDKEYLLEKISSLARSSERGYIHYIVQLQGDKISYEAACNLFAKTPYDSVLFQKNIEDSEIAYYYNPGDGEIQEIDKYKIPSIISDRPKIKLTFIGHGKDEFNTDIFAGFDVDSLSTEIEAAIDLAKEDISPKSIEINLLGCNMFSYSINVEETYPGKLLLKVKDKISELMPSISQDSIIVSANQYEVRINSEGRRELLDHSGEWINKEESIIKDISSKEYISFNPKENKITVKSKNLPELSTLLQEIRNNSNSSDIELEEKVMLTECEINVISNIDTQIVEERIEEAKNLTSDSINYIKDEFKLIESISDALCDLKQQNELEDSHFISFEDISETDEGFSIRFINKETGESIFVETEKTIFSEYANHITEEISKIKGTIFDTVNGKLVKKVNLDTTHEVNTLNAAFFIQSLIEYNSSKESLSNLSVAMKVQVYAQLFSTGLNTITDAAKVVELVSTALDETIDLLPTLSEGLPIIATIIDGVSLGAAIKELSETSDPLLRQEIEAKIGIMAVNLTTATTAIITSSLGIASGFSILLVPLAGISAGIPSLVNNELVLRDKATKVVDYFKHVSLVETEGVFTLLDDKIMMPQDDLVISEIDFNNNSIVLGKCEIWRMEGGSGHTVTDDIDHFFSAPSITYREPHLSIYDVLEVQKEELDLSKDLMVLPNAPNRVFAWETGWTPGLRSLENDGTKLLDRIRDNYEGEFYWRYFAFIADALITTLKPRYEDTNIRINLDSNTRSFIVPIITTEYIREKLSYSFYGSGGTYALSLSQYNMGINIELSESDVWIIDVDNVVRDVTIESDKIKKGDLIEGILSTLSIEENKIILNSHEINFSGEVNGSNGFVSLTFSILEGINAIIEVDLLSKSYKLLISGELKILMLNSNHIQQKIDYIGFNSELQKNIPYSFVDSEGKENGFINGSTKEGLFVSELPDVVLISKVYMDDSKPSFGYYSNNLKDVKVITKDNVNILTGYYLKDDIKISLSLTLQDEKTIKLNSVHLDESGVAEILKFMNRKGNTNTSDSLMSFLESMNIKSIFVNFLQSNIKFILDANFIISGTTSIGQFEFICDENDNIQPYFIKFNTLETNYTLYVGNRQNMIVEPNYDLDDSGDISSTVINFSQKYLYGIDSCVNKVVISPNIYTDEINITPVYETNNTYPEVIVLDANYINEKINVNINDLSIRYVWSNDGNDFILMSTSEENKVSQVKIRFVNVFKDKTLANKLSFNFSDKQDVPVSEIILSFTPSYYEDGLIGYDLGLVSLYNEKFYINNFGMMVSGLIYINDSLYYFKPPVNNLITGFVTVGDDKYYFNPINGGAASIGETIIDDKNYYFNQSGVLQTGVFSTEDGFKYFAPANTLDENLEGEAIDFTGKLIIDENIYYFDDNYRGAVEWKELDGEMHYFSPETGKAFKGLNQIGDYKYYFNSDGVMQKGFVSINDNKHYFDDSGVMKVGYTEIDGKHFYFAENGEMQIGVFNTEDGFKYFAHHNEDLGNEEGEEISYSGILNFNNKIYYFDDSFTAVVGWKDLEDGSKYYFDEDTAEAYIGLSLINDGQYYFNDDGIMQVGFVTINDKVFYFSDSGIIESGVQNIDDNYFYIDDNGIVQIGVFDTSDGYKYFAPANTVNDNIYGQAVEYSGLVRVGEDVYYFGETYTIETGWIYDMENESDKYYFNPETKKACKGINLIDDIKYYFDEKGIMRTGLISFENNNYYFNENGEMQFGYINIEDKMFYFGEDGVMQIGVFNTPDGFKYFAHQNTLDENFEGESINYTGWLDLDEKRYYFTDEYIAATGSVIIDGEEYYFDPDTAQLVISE
# SARS 3CLpro inh: SARS-CoV 3CLpro protease inhibitors, primary screen, biochemical, quenched FRET | Replicase polyprotein 1ab (Severe acute respiratory syndrome coronavirus), P0C6X7 | 290,000 compounds, 0.14% hits | recombinant SARS-CoV 3CLpro, quenched FRET peptide cleavage | inhibition, % at 6 µM | AID 1706, 2009; in the data active = inhibition above about 12%
# PfHsp40 rescue: rescue of yeast from PfHsp40 toxicity, primary screen, S. cerevisiae, ATP luminescence | S. cerevisiae expressing PfHsp40, growth rescue | growth rescue, % at 12.5 µM | 340,000 compounds, 0.68% hits | AID 504582, 2011; in the data active = growth rescue above about 28%, passing the limit was not always enough;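 also: yeast W303a lacking pdr1 and pdr3 grown in galactose medium; growth measured after three days at 30 °C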
# BoNT-A LC inh2: BoNT/A light chain protease inhibitors, primary screen, biochemical, flow cytometry, MLPCN library; multiplex microsphere protease substrate cleavage; inhibition, % at 10 µM; AID 588499, 2011; 360,000 compounds, 0.17% hits; also: plate controls were buffer without enzyme for full effect and enzyme alone for no effect
# PrPC TRFRET: inhibitors of human cell surface prion protein PrPC, primary screen, cell-based, TR-FRET. inhibition, % at 13.8 µM. TR-FRET read-out. 370,000 compounds, 0.43% hits; in the data active = inhibition above about 24%; also: 0% = median of the test wells and 100% = reference compound wells
# Numbers without * were called inactive; i = inactive; · = not tested or not shown; & = joins results of further samples. Rule as the data show it, unless noted: active = inhibition above about 30%; inconclusive = no clear call, values can overlap the other calls; inactive = below that. Not all compounds are listed, so the mix of outcomes need not match the whole.
SMILES,Anthrax LF inh2,PriA SSB inh,Yp Topo-I inh,Vc quorum ag,TcdB GH inh,SARS 3CLpro inh,PfHsp40 rescue,BoNT-A LC inh2,PrPC TRFRET
CCCCN(C(=O)Nc1ccc(OCC)cc1)C1CCN(C(C)=O)CC1,-5,-4,-4,-0.2,·,-2,0.1,-1.2,-1
CCS(=O)(=O)N(CC(=O)Nc1cccc2ccccc12)c1ccc(OC)cc1,-9,7,5,i,4.3,·,-0.3,0.0,1
CCOC(=O)c1sc(NC(=O)CSC(=S)N2CCN(C)CC2)nc1C,7,6,-1,-0.4,1.0,-2,0.2,0.2,-12
NNC(=O)c1ccc(Cn2cc(Br)cn2)o1,4,1,2,-0.7,-6.8,3,-0.5,-4.6,6
Cc1ccc(C(=O)SC2=NCCS2)cc1,3,-4,-2,-6.9,2.5,2,-0.2,2.2,-3
O=C(c1ccco1)N1CCN(CCOCCOc2cccc3ccccc23)CC1,1,2,44,i,·,2,-0.6,0.8,3
CCOc1ccccc1/C=N/NC(=O)c1nnn(-c2nonc2N)c1CN1CCCC1,-2,·,6,4.0,-13,-4,0.6,1.1,3
OCc1ncc(-c2ccccc2)s1,4,-4,2,-0.8,0.3,1,-0.3,1.6,6
COc1ccc(OC)c(CN2CCN(C(=O)[C@@H](NC(=O)c3cccc(C)c3)C(C)C)CC2)c1,-4,-6,30,1.7,1.1,·,-0.6,2.4,-2
Cn1c(=O)[nH]c(=O)c2c1nc(N1CCc3ccccc3C1)n2CCSc1nc2ccccc2s1,-2,2,15,-3.0,·,2,-1.0,-0.5,-5
Cc1ccc(C2=CSC3=NNC4(CCCCC4)NN23)cc1,-6,-5,0,-0.9,0.7,4,0.5,-0.2,14
CC(=O)Nc1ccc(C(=O)COC(=O)C2CCCCC2)c(F)c1,1,3,-3,0.0,-0.6,·,0.9,-0.6,6

# Part of the list above, reformatted:
# Order of values: Anthrax LF inh2	PriA SSB inh	Yp Topo-I inh	Vc quorum ag	TcdB GH inh	SARS 3CLpro inh	PfHsp40 rescue	BoNT-A LC inh2	PrPC TRFRET
CCCCN(C(=O)Nc1ccc(OCC)cc1)C1CCN(C(C)=O)CC1
    -5	-4	-4	-0.2	·	-2	0.1	-1.2	-1
CCS(=O)(=O)N(CC(=O)Nc1cccc2ccccc12)c1ccc(OC)cc1
    -9	7	5	i	4.3	·	-0.3	0.0	1
CCOC(=O)c1sc(NC(=O)CSC(=S)N2CCN(C)CC2)nc1C
    7	6	-1	-0.4	1.0	-2	0.2	0.2	-12
NNC(=O)c1ccc(Cn2cc(Br)cn2)o1
    4	1	2	-0.7	-6.8	3	-0.5	-4.6	6
Cc1ccc(C(=O)SC2=NCCS2)cc1
    3	-4	-2	-6.9	2.5	2	-0.2	2.2	-3
O=C(c1ccco1)N1CCN(CCOCCOc2cccc3ccccc23)CC1
    1	2	44	i	·	2	-0.6	0.8	3
CCOc1ccccc1/C=N/NC(=O)c1nnn(-c2nonc2N)c1CN1CCCC1
    -2	·	6	4.0	-13	-4	0.6	1.1	3
OCc1ncc(-c2ccccc2)s1
    4	-4	2	-0.8	0.3	1	-0.3	1.6	6
COc1ccc(OC)c(CN2CCN(C(=O)[C@@H](NC(=O)c3cccc(C)c3)C(C)C)CC2)c1
    -4	-6	30	1.7	1.1	·	-0.6	2.4	-2
Cn1c(=O)[nH]c(=O)c2c1nc(N1CCc3ccccc3C1)n2CCSc1nc2ccccc2s1
    -2	2	15	-3.0	·	2	-1.0	-0.5	-5
Cc1ccc(C2=CSC3=NNC4(CCCCC4)NN23)cc1
    -6	-5	0	-0.9	0.7	4	0.5	-0.2	14
CC(=O)Nc1ccc(C(=O)COC(=O)C2CCCCC2)c(F)c1
    1	3	-3	0.0	-0.6	·	0.9	-0.6	6

# Next results:
SMILES,Anthrax LF inh2,PriA SSB inh,Yp Topo-I inh,Vc quorum ag,TcdB GH inh,SARS 3CLpro inh,PfHsp40 rescue,BoNT-A LC inh2,PrPC TRFRET
O=C(C[n+]1ccc(-c2ccccc2)cc1)Nc1ccc([N+](=O)[O-])cc1,-2,4,-8,-0.6,-0.6,0,-0.5,-1.7,-19
CC(C)OCCCNC(=O)c1cccs1,0,-10,-1,-0.2,·,0,0.7,-0.9,-6
CNC(=O)C1CCN(S(=O)(=O)c2c(C)noc2/C=C/c2ccccc2F)CC1,-6,3,-13,-0.4,0.6,-5,0.7,0.0,-5
C=CCn1c(C)cc(-c2csc(NCC)n2)c1C,-47,-4,-16,0.1,-0.9,-3,0.9,2.3,-3
Cc1noc(C)c1NC(=O)N(C)C[C@H]1Oc2ccc(NC(=O)c3ccncc3)cc2C(=O)N([C@H](C)CO)C[C@@H]1C,2,-16,-1,1.0,-3.2&0.8,·,-2.1,-0.2,-3
COc1ccc2[nH]c3c(c2c1)CCN1C(=O)C(CC(=O)NCc2ccco2)C[C@H](C(=O)N2CCCCC2)[C@@]31C (stereo partly specified),-6,1,-4,-0.4,1.5,·,0.8,-0.5,-6
Cc1nn(C(C)C(=O)NC2CCC(C)CC2)c(=O)c2nn(-c3ccccc3)c(C)c12 (stereo unspecified),0,-4,17,i,-0.3,-1,-0.5,-0.7,1
CCCOC(=O)CSc1nnc(-c2ccc(Cl)cc2Cl)o1,4,-21,7,0.6,·,-2,-1.3,-0.7,1
O=S(=O)(c1ccccc1)N1CCN(c2nc3ccccc3s2)CC1,0,-3,-3,6.2,·,-4,1.4,0.2,-3
COc1ccc(Br)cc1CNC(=O)C1CCN(S(=O)(=O)N2CCC(C)CC2)CC1,-2,-14,16,4.7,1.3,-3,3.2,0.7,0
O=C(Cc1ccccc1)NCCCN1CCN(CCCNC(=O)Cc2ccccc2)CC1,-19,0,1,-0.3,·,-2,-1.0,-0.9,6
CCOC(=O)Cn1c(C)c(C#N)c2ccccc21,-2,-8,-11,i,·,-2,0.3,0.6,6
CC1CCN(C(=O)CN2C(=O)C(C)(C)Oc3ccc(C(=O)NC4CCCC4)cc32)CC1,-5,-15,3,-0.2,·,1,0.3,0.9,-19
CC1CCN(S(=O)(=O)c2ccc(Cl)cc2)CC1,-5,-20,1,-5.6,0.6,0,-1.3,-0.2,0
CCC(C)[C@H](NC(=O)NCC1CCCO1)C(=O)OC (stereo partly specified),-1,-13,-3,i,·,2,-0.9,-4.7,-4
Cc1ccc(OCCOc2cccc(Br)c2)c([N+](=O)[O-])n1,0,-34,4,i,·,2,5.8,0.3,4
CNC(=O)c1[nH]cnc1C(=O)N[C@@H](CC(C)C)C(=O)OC(C)(C)C,-3,-18,8,-0.5,0.2,1,-1.6,-0.5,-2
O=C(COC(=O)c1cccc(C(F)(F)F)c1)NCc1ccc(Cl)cc1,-2,-15,4,-0.2,0.2,-3,1.7,0.3,1
CN(C(=O)CCn1c(=S)oc2ccccc21)C1CCCCC1,-1,-19,8,-3.7,1.0,3,0.0,0.7,4
Cc1ccc(C)c(NS(=O)(=O)c2ccc(OCC(=O)NCc3ccccn3)cc2)c1,-2,-7,22,-0.3,0.7,4,-0.4,-0.3,-4
CN(C)S(=O)(=O)c1ccc(C(=O)Oc2coc(CSc3ncccn3)cc2=O)cc1,-2,-4,-2,-0.3,0.1,-1,94*,0.3,3
O=C(Nc1nnc(SCc2ccccn2)s1)C1CC(=O)N(c2ccc(F)cc2)C1 (stereo unspecified),1,-15,-3,0.5,-0.1,0,1.4,0.4,-4
OCCNc1ncnc2c1ncn2[C@H]1CN(Cc2ccc3c(c2)OCO3)C[C@@H](CO)O1,7,·,-3,-0.7,-7.7,·,·,-0.4,-2
COc1cccc(-c2csc(NC(=O)C3CC3)n2)c1,-4,-14,2,-0.3,3.0,2,-1.3,-0.7,4
CC(=O)Nc1ccc(NC(=O)c2ccccc2S(=O)(=O)c2ccccc2[N+](=O)[O-])cc1,-2,-5,-3,-0.2,-1.1,-2,-1.4,-0.6,-15
CC(=O)c1cccc(N(C(=O)Cn2nnc3ccccc32)C(C(=O)NCC2CCCO2)c2ccc(N3CCOCC3)cc2)c1 (stereo unspecified),-1,1,17,-0.2,-1.7,-3,0.0,-0.2,9
CN(Cc1ccccc1)C(=O)COC(=O)C1=NNC(=O)CC1,0,-1,1,-0.2,-3.2,-6,1.4,0.2,5
Cc1cc(C)c(/C=N/n2c(C)cc(C)c(C#N)c2=O)c(C)c1,-2,·,8,-0.7,·,-6,-0.5,0.4,2
O=[N+]([O-])c1ccc(S(=O)(=O)Nc2cccc(-c3ccc(N4CCCC4)nn3)c2)cc1,·,0,22,-0.4,0.8,·,-1.4,·,-4
O=C(NCc1ccccn1)C12CC3CC(CC(C3)C1)C2,2,-5,3,i,-0.5,2,-0.8,-0.4,-1
O=C(CSc1nnc(SCc2ccc(Cl)cc2)s1)N/N=C/c1ccc(C(=O)O)cc1,-1,i,6,i,0.1,3,-1.2,-0.4,3
CC(Oc1ccccc1)C(=O)OCC(=O)N1CC(=O)Nc2ccccc21 (stereo unspecified),-12,-2,5,0.7,1.3,4,-0.7,-0.2,1
COc1ccc(CCNC(=O)CN(c2cccc([N+](=O)[O-])c2)S(C)(=O)=O)cc1,-2,0,-8,i,0.3,2,-1.1,-0.6,1
CCc1ccc2oc(=O)cc(CN3CCN(c4ccc(F)cc4)CC3)c2c1,7,0,7,i,·,0,-0.5,1.4,-8
Cc1[nH]c(=O)[nH]c(=O)c1CSc1nnc([C@@H](NC(=O)OC(C)(C)C)C(C)C)o1,0,-2,3,2.0,·,2,0.6,0.2,-1
COc1cccc(/C=N/NC(=O)CCC(=O)Nc2ccc(Br)cc2)c1,-5,·,6,1.4,1.1,1,-0.8,-1.0,5
Cc1cccc(NS(=O)(=O)c2ccc(C)c(NS(=O)(=O)c3cccs3)c2)c1,5,-4,18,-1.4,1.0,·,1.9,0.8,-1
CCOc1ccc(-n2c(=O)c3c4c(sc3n(CC(=O)NCc3ccco3)c2=O)CCC4)cc1,2,1,-4,i,·,4,0.4,0.8,-3
Cc1occc1-c1nnc(SCC(=O)N(C)C)o1,4,-14,3,2.4,·,-4,1.7,-0.5,3
COC(=O)c1cc(OC(=O)c2ccc(=O)[nH]c2)cc(C(=O)OC)c1,12,4,19,-0.1,0.9,4,-1.6,-2.5,3
C/C=C(\C)C(=O)N1CC2(CC(c3cccc(NC(=O)COc4ccc(Cl)cc4)c3)=NO2)C[C@@H]1C(N)=O (stereo partly specified),0,8,3,i,0.9,·,-0.1,-0.6,-2
Cc1ccc(C(=O)COC(=O)CCC(=O)NC2CCCCC2)cc1C,·,-24,0,0.0,·,-3,2.1,·,-4
CC(=O)Nc1ccc(OC(=O)CC2SC(=O)NC2=O)cc1 (stereo unspecified),-1,-10,4,-0.7,·,-4,0.7,0.0,-1
COCCNc1ccc(N2C(=O)C3CCCCC3C2=O)cc1[N+](=O)[O-] (stereo unspecified),-2,4,8,-2.1,-0.9,3,0.3,-1.0,-37
O=C(c1ccccc1Br)N1CCn2c1nc1ccccc12,2,-15,-12,-1.6,2.0,3,0.7,-1.0,1
O=S(=O)(Nc1cccc(-n2cnnn2)c1)c1ccccc1,1,8,0,i,6.7,-4,0.1,0.0,3
O=C(NC1CCN(Cc2ccccc2)CC1)c1cccc(OC(F)F)c1,-10,11,3,i,0.7,1,-1.4,2.6,0
Cc1cc(=O)[nH]c(SCC(=O)NCc2ccco2)n1,-4,-13,-4,12,·,4,0.5,-1.0,-7
